Source: PubChem
HDAC3 inhib: inhibitors of human histone deacetylase 3; inhibition, % at 8.3 µM; O15379; recombinant HDAC3, fluorogenic peptide/trypsin coupled, fluorescence; hit rate 0.15% among 320,000; in the data active = inhibition above about 26%, passing the limit was not always enough
Target sequence (O15379 whole entry, looked up): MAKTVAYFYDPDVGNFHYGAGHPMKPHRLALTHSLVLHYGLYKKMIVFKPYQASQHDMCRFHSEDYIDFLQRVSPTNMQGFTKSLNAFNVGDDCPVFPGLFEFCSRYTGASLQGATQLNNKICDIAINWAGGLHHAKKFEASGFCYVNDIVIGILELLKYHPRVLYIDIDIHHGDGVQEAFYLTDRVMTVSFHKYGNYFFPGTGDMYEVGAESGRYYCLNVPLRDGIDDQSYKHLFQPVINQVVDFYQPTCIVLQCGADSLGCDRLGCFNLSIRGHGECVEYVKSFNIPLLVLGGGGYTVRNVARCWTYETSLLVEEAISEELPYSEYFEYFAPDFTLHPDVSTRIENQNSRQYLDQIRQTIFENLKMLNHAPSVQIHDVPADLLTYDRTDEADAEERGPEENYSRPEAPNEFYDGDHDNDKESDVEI
DYRK1A inh: blocks rat Dyrk1A kinase activity | Q63470 | ADP-Glo luminescence, NFATc1 peptide | AID 504441 | hit rate 0.43% among 310,000 | inhibition, % at 12.5 µM; in the data active = inhibition above about 50%;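 note: plate controls were vehicle with enzyme for no effect and no enzyme for full effect; many of its hits are not listed in these tables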
GSK3 alpha inh: blocks human GSK-3 alpha kinase. ADP-Glo luminescence, 60 min. inhibition, % at 10 µM. hit rate 0.1% among 320,000;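 in the data active = inhibition above about 50%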;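 note: GST-tagged GSK-3 alpha with peptide substrate and 25 µM ATP; 0% = DMSO neutral wells and 100% = GW8510 positive control wells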
Target sequence (P49840 whole entry, looked up): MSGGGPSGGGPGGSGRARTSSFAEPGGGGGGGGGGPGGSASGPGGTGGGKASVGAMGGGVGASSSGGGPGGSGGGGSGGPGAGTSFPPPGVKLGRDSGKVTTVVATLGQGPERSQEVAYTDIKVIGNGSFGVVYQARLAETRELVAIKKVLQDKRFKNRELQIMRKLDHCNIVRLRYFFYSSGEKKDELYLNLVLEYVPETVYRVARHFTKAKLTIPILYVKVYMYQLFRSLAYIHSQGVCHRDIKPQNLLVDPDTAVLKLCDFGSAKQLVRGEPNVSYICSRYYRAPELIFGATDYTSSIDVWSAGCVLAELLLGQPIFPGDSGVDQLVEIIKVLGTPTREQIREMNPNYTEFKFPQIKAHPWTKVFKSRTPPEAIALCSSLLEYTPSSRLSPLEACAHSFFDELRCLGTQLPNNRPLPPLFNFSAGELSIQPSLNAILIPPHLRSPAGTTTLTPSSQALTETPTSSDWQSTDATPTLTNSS
Numbers without * were called inactive. The list is partial, so the mix of outcomes need not match the whole.

SMILES	HDAC3 inhib	DYRK1A inh	GSK3 alpha inh
CCOc1ncccc1C(=O)Nc1ccc(S(=O)(=O)Nc2cc(C)nc(C)n2)cc1	1	21	3
O=S(=O)(c1ccc(SCc2ccc(Br)cc2)nc1)N1CCOCC1	7	0	1
C[C@@]12C(=O)N(CCc3c[nH]c4ccccc34)CC(=O)N1[C@H]1c3ccccc3OC[C@@H]1[C@@H]2c1ccccc1	-17	-2	-3
O=C(COC(=O)CC1CCCC1)Nc1ccc(Cl)cn1	11	1	3
CC1CCN(CC[C@H]2CCCN2S(=O)(=O)c2cccc(O)c2)CC1	3	-8	-3
Cc1ccc(S(=O)(=O)Nc2cccc3c2O[C@H](CN(C)C(=O)Nc2cccc4ccccc24)[C@H](C)CN([C@H](C)CO)C3=O)cc1	6	7	-1
C#CCOCCOCCOCCNc1nc(N2CCN(C(=O)CCCCCCCCCCNC(=O)[C@@H](CCSC)n3cc(CCO)nn3)CC2)nc(N2CCN(C(=O)CCCCCCCCCCNC(=O)[C@H](CO)n3cc(CCCCCN)nn3)CC2)n1	19	-1	10
O=C(CCC(=O)c1ccccc1)NCc1cccc(C(F)(F)F)c1	0	-1	1
COc1ccc2sc(-c3ccccc3OC)c(-c3ccc(OCCN4CCCC4)cc3)c2c1	13	14	2
CCOc1ccc(S(=O)(=O)NCC(=O)OCc2nnc(-c3ccccc3)o2)cc1	4	-3	-2
O=S(=O)(c1ccc(N2CCN(Cc3ccccc3)CC2)nc1)N1CCCC1	0	0	-3
O=C(COc1ccccc1)OCC(=O)c1c[nH]c2ccccc12	-5	0	-2
O=C(CN1C(=O)NC2(CCCCC2)C1=O)Oc1ccc2ccc(=O)oc2c1	-1	-3	-3
CC(C)(C)OC(=O)C[C@@H]1C/C=C\C[C@H](CC(=O)N(CCO)Cc2ccccc2)C(=O)N2CCC[C@@H]2COC1=O	-9	1	-1
CCN(C[C@H]1N[C@@](C)(C(=O)OC)[C@H]2C(=O)N(C)C(=O)[C@@H]12)C(=O)Nc1ccc(Cl)cc1	1	4	-2
COc1ccccc1/C=C/C(=O)N1CCN(S(=O)(=O)c2cccs2)CC1	-2	3	0
COc1ccc2c(c1)C(=O)N1[C@H]3c4cc(Cl)ccc4OC[C@@H]3[C@H](c3ccccc3)[C@]1(C)C(=O)N2	-7	6	-4
CCOc1cc(C(=O)OCc2ccc(OC)cc2)ccc1OCC(=O)N1CCOCC1	4	6	0
COc1cc(OC)c(OC)cc1CNC(=O)c1ccc(S(=O)(=O)N2CC(C)OC(C)C2)cc1 (stereo unspecified)	-3	-1	1
CN1CCN(C(=O)c2cc3ccccc3cc2O)CC1	0	0	-3
COc1cc2c(CCNC(C)=O)c[nH]c2cc1Cl	4	14	1
C=CCN(Cc1ccc(Cl)s1)C(=O)c1ccc(F)c(S(=O)(=O)N2CCOCC2)c1	4	-4	-3
Cc1csc(SCC(=O)Nc2cc([N+](=O)[O-])ccc2F)n1	5	9	0
O=C(CSc1n[nH]c(-c2ccc(Br)cc2)n1)N1CCOCC1	-5	0	-2
CCCCCCCNC(=O)C1(CC2CC(c3ccccc3)=NO2)CCN(C(=O)c2ccccc2)CC1 (stereo unspecified)	6	-2	0
CCCCn1nc(C(=O)Nc2ccc(-n3cnnn3)cc2)c2ccccc2c1=O	1	4	-6
O=C1NCCOC(=O)[C@@H](Cc2ccc(F)cc2)C/C=C\C[C@@H]1CC(=O)N(CCO)Cc1ccccc1	8	8	-1
CC(C)Cn1c(N)c(C(=O)COC(=O)c2cccn2C)c(=O)n(C)c1=O	3	-3	-2
CCOC(=O)c1ccc(NC(=O)C2CC(O)CN2S(=O)(=O)c2ccc(C)cc2)cc1 (stereo unspecified)	-5	2	-1
C=CC[N@@+]12CC[C@]34c5ccccc5N5/C=C6\C7N(/C=C(\C53)[C@@H](C[C@@H]41)/C(=C/CO)C2)c1ccccc1[C@@]71CC[N@@+]2(CC=C)C/C(=C\CO)[C@@H]6C[C@@H]12 (stereo partly specified)	1	-1	0
Cn1c(N)c(C(=O)COC(=O)/C=C/c2ccc(Cl)c(Cl)c2)c(=O)n(C)c1=O	5	5	-2
CN(C(=O)COC(=O)c1cccc(Cl)c1)C1CCS(=O)(=O)C1 (stereo unspecified)	1	1	-1
N#CCCN(C(=O)CSc1n[nH]c(=O)[nH]c1=O)c1ccccc1	-2	-4	-7
Cc1ccc(C)c(C(=O)COC(=O)c2n[nH]c3ccccc23)c1	0	-4	-2
Cc1cc(C)c(CN2CCN(C(=O)Cn3ccc(NC(=O)OCc4ccccc4)nc3=O)CC2)c(C)c1	-2	0	-1
CC1(C)CC2CC(C)(CN2C(=O)COC(=O)c2ccc(O)cc2O)C1 (stereo unspecified)	4	9	-1
O=C(C[C@H]1C/C=C\C[C@@H](Cc2ccc(F)cc2)C(=O)O[C@@H](c2ccccc2)CNC1=O)NCCO	3	9	-2
CC(=O)C[C@@H](O)CC(=O)[C@@H]1OC(=O)CCCCCCc2ccccc21	3	-29	-2
CN(C)S(=O)(=O)c1cccc(NC(=O)c2ccc(N3CCCC3=O)cc2)c1	0	0	0
Cc1ccc(NC(=O)CSc2ncn[nH]2)c([N+](=O)[O-])c1	6	0	-1
O=C(Nc1ccc(S(=O)(=O)N2CCCC2)cc1)c1ccc([N+](=O)[O-])o1	-5	-6	-2
CC1(C)CC(=O)C=C(CN2C(=O)c3ccccc3C2=O)C1=O	2	-3	-1
COc1ccc(OCC(=O)OCC(=O)NC2CCCCC2C)cc1 (stereo unspecified)	-2	4	-4
Cc1noc(C)c1COc1cccc(C(=O)Nc2ccc(Br)cc2F)c1	16	-3	-5
COc1ccc([C@H]2CC(=O)C=C(c3ccc4c(c3)OCCO4)C2)cc1	2	19	-2
N#CC1(NC(=O)COC(=O)CNC(=O)c2sc3ccccc3c2Cl)CCCCC1	2	12	1
O=C(c1cn(Cc2ccccc2)nc1-c1cccnc1)N1CCc2ccccc2C1	13	-6	-1
CCN(CC)c1ccc(NC(=O)CSC(=O)c2ccccc2)cc1	-4	4	0
COc1cc(C)ccc1OC(C)C(=O)Nc1ccc(N2CCCCC2)cc1 (stereo unspecified)	3	-1	1
CCOC(=O)/C=C/[C@H]1CC2(CCO1)SCCCS2	-1	5	-3
COc1cc(-c2c(-c3ccsc3)sc3ccccc23)cc(OC)c1OC	7	-3	-3
O=C(N[C@@H](Cc1ccccc1)C(=O)OCc1ccccc1)c1nc[nH]c1C(=O)N1CCNCC1	0	2	0
CCc1noc(C)c1C(=O)NNC(=O)c1ccccc1	-3	-3	-2
Cc1csc(=O)n1CC(=O)OCC(=O)NNC(=O)c1ccc(Cl)cc1	-4	-1	4
Cc1ccc(N(Cc2ccccc2)C(=O)c2cc(S(=O)(=O)N3CCOCC3)ccc2F)cc1	2	-3	-4
CN(C)C(CNC(=O)CCNC(=O)c1ccccc1Cl)c1ccco1 (stereo unspecified)	-7	1	0

Next part.
SMILES	HDAC3 inhib	DYRK1A inh	GSK3 alpha inh
Cn1c2ccccc2c(=O)c2cc(NCCCN3CCOCC3)ccc21	-99	26	5
COc1ccc(CNC(=O)COC(=O)c2cc3ccccc3cc2O)cc1OC	-4	4	-3
CSc1ncccc1C(=O)Nc1cccc(S(=O)(=O)N2CCCCCC2)c1	0	0	-1
CCN(Cc1ccccc1)C(=O)COC(=O)c1c(C)nsc1NC	6	0	1
CC(NC(=O)c1ccco1)C(=O)Nc1nccs1 (stereo unspecified)	4	0	5
COc1cc(SC)ccc1C(=O)Nc1cccc(S(=O)(=O)NC2=NCCC2)c1	2	-2	0
COc1ccccc1NS(=O)(=O)c1cccc(NC(=O)c2nn(C)c(=O)c3ccccc23)c1	9	4	3
CCN1CCN(C(=O)c2ccc(Cl)c(S(=O)(=O)N(C)c3ccccc3)c2)CC1	2	-1	-2

Sorted by length of the SMILES (lowest first): some entries from above.
SMILES	HDAC3 inhib	DYRK1A inh	GSK3 alpha inh
CC(NC(=O)c1ccco1)C(=O)Nc1nccs1 (stereo unspecified)	4	0	5
CCN(Cc1ccccc1)C(=O)COC(=O)c1c(C)nsc1NC	6	0	1
COc1cc(SC)ccc1C(=O)Nc1cccc(S(=O)(=O)NC2=NCCC2)c1	2	-2	0
CCN1CCN(C(=O)c2ccc(Cl)c(S(=O)(=O)N(C)c3ccccc3)c2)CC1	2	-1	-2

Carrying on:
SMILES	HDAC3 inhib	DYRK1A inh	GSK3 alpha inh
Cc1cc(C)c(NC(=O)CNC(=O)c2cc(C3CC3)nn2-c2ccccc2)c(C)c1	-1	-2	0
CN(CC(=O)Nc1cccc(F)c1)C(=O)CN1C(=O)C2CCCCC2C1=O (stereo unspecified)	1	5	1
CCc1ccccc1NC(=O)CN1CCN(C(=O)C2CCN(C(=O)/C=C/c3ccccc3)CC2)CC1	-5	6	13
CCOc1ccc(NC(=O)CCC(=O)NNC(=O)c2cccc([N+](=O)[O-])c2)cc1	-2	-2	0
C=CCn1c(SCC(=O)Nc2ccc(C(=O)O)cc2)nc2scc(-c3ccccc3)c2c1=O	4	4	-2
COc1ccc(OC)c(NC(=O)COC(=O)COc2ccc(Nc3ccccc3)cc2)c1	0	-1	5
CCN(CC(=O)Nc1c(F)cccc1F)C(=O)Cn1c(=O)cnc2ccccc21	1	2	0
Cc1ccc(S(=O)(=O)NC(=O)C2CCCCC2)cc1	0	3	-5
COc1ccccc1CNC(=O)c1cc(-c2ccccc2)n(Cc2cc(C)no2)n1	2	4	-2
CCOC(=O)C1=C(COC(=O)Cc2ccc(Cl)cc2)NC(=O)NC1C (stereo unspecified)	-3	0	-6
CCOc1ccc(C(=O)CC(C(=O)O)N2CCCCC2)cc1 (stereo unspecified)	1	4	1
COc1ccc(NC(=O)CC2SC(N3CCOCC3)=NC2=O)cc1OC (stereo unspecified)	-8	-5	1
O=S(=O)(Nc1ccc(-n2cnnn2)cc1)c1ccc(Cl)cc1	-3	-5	-3
O=C1CN(C(=O)COC(=O)c2c(F)cccc2Cl)c2ccccc2N1	-2	2	3
CC(Oc1cccnc1[N+](=O)[O-])C(=O)Nc1ccc(F)cc1 (stereo unspecified)	-2	-1	0
COc1ccc(N2CCN(C(=O)[C@@H]3CCCN3C3=NS(=O)(=O)c4ccccc43)CC2)cc1	2	-1	-2

5 compounds from above, sorted by the number in DYRK1A inh, lowest first.
SMILES	HDAC3 inhib	DYRK1A inh	GSK3 alpha inh
O=S(=O)(Nc1ccc(-n2cnnn2)cc1)c1ccc(Cl)cc1	-3	-5	-3
CC(Oc1cccnc1[N+](=O)[O-])C(=O)Nc1ccc(F)cc1 (stereo unspecified)	-2	-1	0
CCOC(=O)C1=C(COC(=O)Cc2ccc(Cl)cc2)NC(=O)NC1C (stereo unspecified)	-3	0	-6
O=C1CN(C(=O)COC(=O)c2c(F)cccc2Cl)c2ccccc2N1	-2	2	3
COc1ccccc1CNC(=O)c1cc(-c2ccccc2)n(Cc2cc(C)no2)n1	2	4	-2

More entries follow:
SMILES	HDAC3 inhib	DYRK1A inh	GSK3 alpha inh
O=S(=O)(Nc1ccc(-n2cnnn2)cc1)c1ccccc1F	-1	4	-1
O=C(NN1CCOCC1)c1ccco1	2	4	2
COc1cc(NC(=O)c2ccc(N3CCCC3=O)cc2)cc(OC)c1	3	8	-5
CCC(CO)Oc1cc(NCc2ccccn2)c2ncn(C(C)C)c2c1 (stereo unspecified)	-4	-1	5
Cc1c(C(=O)NNC(=O)c2cccnc2)cccc1[N+](=O)[O-]	0	-1	-1
CC(NC(=O)COC(=O)C12CC3CC(CC(O)(C3)C1)C2)c1ccccc1 (stereo unspecified)	1	-6	4
CCN(CC(=O)NCc1ccc(F)cc1)C(=O)C(C)Oc1cccc(Cl)c1 (stereo unspecified)	4	-1	-1
Cc1ccc(NC(=O)NC(=O)COc2c(F)c(F)cc(F)c2F)c(C)c1	4	1	-3
CCCn1c(SCC(=O)NCCCN2CCCC2=O)nc2ccccc2c1=O	-1	-1	-1
CN1CCN(C2Cc3ccccc3Sc3ccc(Cl)cc32)CC1 (stereo unspecified)	-12	11	7
CCC(CO)Oc1cc(NCc2cccc(O)c2)c2ncn(C(C)C)c2c1 (stereo unspecified)	-3	4	1
CC1CC(C)CN(C(=O)c2ccc3ncsc3c2)C1 (stereo unspecified)	-8	3	-1
O=C(O)c1ccc(Cl)c(S(=O)(=O)Nc2ccc(S(=O)(=O)N3CCCC3)cc2)c1	-3	0	-3
COc1ccc(S(N)(=O)=O)cc1C(=O)OCC(=O)NC(C)(C#N)C1CC1 (stereo unspecified)	-2	3	3
Cn1cccc1C1CCCN1CC(=O)Nc1ccc(F)c(F)c1F (stereo unspecified)	-3	0	-1
Nc1c(N(Cc2ccccc2)C(=O)CCc2ccccc2)c(=O)[nH]c(=O)n1Cc1ccccc1	-1	-4	12
O=C(CSc1nc2[nH]c(=O)cc(O)c2s1)Nc1cccc(Br)c1	2	-1	0
CC(=O)C(Cc1ccccc1)NC(=O)COc1ccc2c(c1)OCO2 (stereo unspecified)	1	2	-2
O=C(COC(=O)/C=C/c1ccccc1)NC1CCCCC1	-6	-3	2
CCN(CC(=O)Nc1ccccc1OC)C(=O)C1CCCC1	1	-3	1
CCOc1ccc(CC(=O)NC2CC(C)(C)N(C)C(C)(C)C2)cc1OCC	-3	-2	2
O=C(CNC(=O)c1ccccc1F)NCC(c1cccs1)N1CCOCC1 (stereo unspecified)	-2	6	2
CCC(C)(C)C1CCc2[nH]nc(C(=O)NCc3ccc(OC)cc3)c2C1 (stereo unspecified)	0	-2	0
